Screening data deposited in PubChem BioAssay by National Center for Advancing Translational Sciences (NCATS).
uPA generation: inhibitors of cell surface uPA generation. cell surface uPA generation assay, qHTS. Potency, µM (top dose mostly 38.3 µM), inactives show at the highest dose activity change, negative = inhibition, hits mostly inhibitors. actives 0.31% (n = 330,000). AID 540303; active = well fitted inhibition curve with a large enough effect; inconclusive = small, poorly fitted or top-dose-only effect; inactive = no such curve, though single readings can be large or run the other way; tested in mouse RAW 264.7 cells; note: potency is the fitted concentration of half-maximal effect; % is set by controls: 0 for no effect and ±100 for the full control effect; nearly all actives have a fitted effect of over 55% in size
TCR act: T cell receptor activation | AID 504894 | 330,000 tested, under 10 active | Potency, µM (series often up to 9.22 µM), inactives show at the highest dose activation of IL-2 secretion, hits mostly activators | primary human leukocytes, anti-CD3, IL-2 HTRF, 48 h; note: % of control where 0% means no effect
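Primary human leukocytes were stimulated with a-CD3 beads plus compounds for 48 hr without co-stimulation; secreted IL-2 was quantified by HTRF using a-IL-2-K (europium cryptate) and a-IL-2-d2, excited at 320nm with acceptor emission read at 665nm.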
B2AR arrestin: beta2AR (human) beta-arrestin recruitment activity; beta-arrestin recruitment to beta2AR, cell-based reporter; Potency, µM (doses to about 46.1 µM), for inactives: top-dose activation, actives largely listed as activators; actives 0.02% (n = 330,000); AID 492947;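 note: potency is the fitted concentration of half-maximal effect; 0% = DMSO controls and full agonism = EC100 isoproterenol or metaproterenol; nearly all actives have a fitted effect of over 65% in size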
TSG101-PTAP inh: blocks PTAP/TSG101 interaction to inhibit HIV-1 budding | Potency, µM (doses to about 115 µM), inactives show top-dose activity change, negative = inhibition, usual class: inhibitors | 340,000 tested, under 10 active | Fluorescence polarization, FITC-PTAP peptide / Tsg101 binding | Q99816 | AID 493005; active = well fitted inhibition curve with a large enough effect in the main read-out, with a control signal flat, not every such curve was filed as active; inconclusive = small, poorly fitted or top-dose-only effect, or effect the other way, or a change in a side signal; inactive = no such curve, though single readings can be large or run the other way; note: potency is the fitted concentration of half-maximal effect; % of control where 0% means no effect
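Fluorescence polarization binding of Tsg101 binding domain (10 uM final) to FITC-labeled PTAP peptide (50 nM final) in HEPES pH 7.5 buffer with NaCl, Tween 20, EDTA, TCEP. Compounds added before peptide; binding 20 min at RT.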
Eya2 phos inh: blocks the phosphatase activity of human Eya2; O00167; recombinant Eya2, OMFP fluorescence dephosphorylation (OMFP is methylfluorescein phosphate); Potency, µM (top dose mostly 76.9 µM), inactives show at the highest dose activity, negative = inhibition, actives largely listed as inhibitors; actives 0.006% (n = 330,000); note: potency is the fitted concentration of half-maximal effect; % is set by controls: 0 for no effect and ±100 for the full control effect
Target sequence (O00167 whole entry, looked up): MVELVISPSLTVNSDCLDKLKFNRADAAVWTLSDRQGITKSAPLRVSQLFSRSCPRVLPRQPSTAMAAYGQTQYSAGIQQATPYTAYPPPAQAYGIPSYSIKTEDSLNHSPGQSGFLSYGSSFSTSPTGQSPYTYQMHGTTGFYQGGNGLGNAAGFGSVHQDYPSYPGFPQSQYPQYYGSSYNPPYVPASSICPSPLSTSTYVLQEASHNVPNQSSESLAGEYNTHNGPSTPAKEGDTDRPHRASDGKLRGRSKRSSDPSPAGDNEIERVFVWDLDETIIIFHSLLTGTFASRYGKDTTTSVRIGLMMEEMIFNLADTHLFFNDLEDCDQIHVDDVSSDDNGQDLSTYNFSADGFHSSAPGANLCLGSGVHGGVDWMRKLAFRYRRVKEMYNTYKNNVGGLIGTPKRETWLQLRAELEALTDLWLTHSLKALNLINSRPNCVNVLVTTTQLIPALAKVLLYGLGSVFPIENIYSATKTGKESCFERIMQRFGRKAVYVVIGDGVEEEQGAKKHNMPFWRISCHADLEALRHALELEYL
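Eya2 (0.2 uM) preincubated 10 min at ambient with compound, then OMFP substrate added at 50 uM; 10 min reaction in 50 mM HEPES pH 7.5, 50 mM NaCl, 5 uM MgCl2, 0.05% BSA, 1 mM DTT. Fluorescence read at Ex 485/Em 525 nm.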
ELG1 repair inh: ELG1-dependent DNA repair inhibition. HEK293T ELG1-luciferase reporter, luminescence, 16 h; DNA damage induced by 5-fluorouridine. Potency, µM (doses to about 46.1 µM), without a hit: at the top dose activity change, negative = inhibition, most hits filed as inhibitors. actives 2.3% (n = 330,000); note: potency is the fitted concentration of half-maximal effect; % is set by controls: 0 for no effect and ±100 for the full control effect; nearly all actives have a fitted effect of over 55% in size
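Step one: seed 2,000 cells per well. Step two: pin-transfer compound or DMSO alongside 5-fluorouridine. Step three: incubate 16 hr, 37 °C, 5% CO2. Step four: add ONE-Glo, wait 30 min, read luminescence.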
Mito fusion act: blocks mitochondrial division or promotes mitochondrial fusion; S. cerevisiae fusion-defective mutant growth rescue, CellTiterGlo 48 h; Potency, µM (series often up to 46.1 µM), without a hit: at the top dose growth rescue (activation), hits mostly activators; actives 0.23% (n = 320,000); AID 485298;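 note: potency is the fitted concentration of half-maximal effect; % of control where 0% means no effect; nearly all actives have a fitted effect of over 45% in size; temperature-sensitive fusion mutants such as fzo1-1 at 37 °C on non-fermentable ethanol glycerol medium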
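Yeast fusion mutant, YPEG (non-fermentable carbon), compound, 48 h at 37C non-permissive; CellTiterGlo added, 10 min RT, luminescence read. Rescued growth = division inhibition.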
Chronic BCR inh: chronic active BCR signaling inhibition; ABC-DLBCL IkBa-CBG/CBR reporter, luminescence ratio, 4 h; Potency, µM (titrated, usually from 46.1 µM), for inactives: at the highest dose ratio change, negative = lower green/red ratio, usual class: inhibitors; actives 0.05% (n = 340,000); AID 493014; active = well fitted inhibition curve with a large enough effect in the signal ratio, with a control signal flat, not every such curve was filed as active; inconclusive = small, poorly fitted or top-dose-only effect, or effect the other way, or a change in a side signal; the % refers to the signal ratio;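 note: potency is the fitted concentration of half-maximal effect; plate controls were basal doxycycline-induced cells for no effect and cells given 10 µM MG132 for full effect; MG132 reads +100%, hits lower the ratio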
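TMD8 human ABC-DLBCL cells with doxycycline-inducible IκBα–green luciferase fusion and unfused red luciferase, in 0.5% FBS medium; compounds up to 46 uM, 4 h at 37C. Green/red luminescence ratio, filter-overlap corrected, fitted to concentration-response curves.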
TSHR antagonist: human thyrotropin receptor antagonism | actives 0.2% (n = 330,000) | AID 504810 | TSHR-expressing cells, TSH-stimulated cAMP HTRF, 2 h; stronger effect = lower value | activity change, negative = inhibition, % at 11.5 µM;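 active = activity change below a set negative limit, meaning inhibition stronger than a set level, cut at about -70% in these data; inconclusive = activity change between two set negative limits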; note: % is set by controls: 0 for no effect and ±100 for the full control effect
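Read-out is FRET at 665 nm (cryptate excitation 337 nm) from a cryptate-tagged anti-cAMP antibody, competed by cell cAMP against cAMP-d2. Compounds are tested on freshly harvested TSHR cells challenged with 4nM TSH (EC80) for 2 hours at 37 deg C.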
Tb PFK inh: T. brucei PFK enzyme inhibition; O15648; T. brucei PFK, ADP-Glo luminescence; Potency, µM (series often up to 57.5 µM), for the others: top-dose activity, negative = inhibition, hits mostly inhibitors; actives 0.17% (n = 330,000); AID 485367;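 note: potency is the fitted concentration of half-maximal effect; 0% = uninhibited 1x PFK enzyme wells and -100% = no-enzyme wells; nearly all actives have a fitted effect of over 60% in size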
Target sequence (O15648 whole entry, looked up): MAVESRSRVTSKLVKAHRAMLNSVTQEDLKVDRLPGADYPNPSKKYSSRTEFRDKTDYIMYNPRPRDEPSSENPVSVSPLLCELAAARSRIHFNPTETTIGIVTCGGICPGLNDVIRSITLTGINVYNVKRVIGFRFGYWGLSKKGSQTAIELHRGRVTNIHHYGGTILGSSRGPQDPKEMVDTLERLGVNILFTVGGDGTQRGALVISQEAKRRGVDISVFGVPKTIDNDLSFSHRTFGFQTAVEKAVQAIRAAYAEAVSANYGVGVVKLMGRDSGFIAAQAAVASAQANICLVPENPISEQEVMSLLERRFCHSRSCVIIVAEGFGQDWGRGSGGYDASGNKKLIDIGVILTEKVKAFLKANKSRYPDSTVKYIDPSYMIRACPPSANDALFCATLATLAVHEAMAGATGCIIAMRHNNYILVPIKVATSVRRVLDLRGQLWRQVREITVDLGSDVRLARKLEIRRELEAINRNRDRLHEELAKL
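1.25 nM PFK with 0.5 mM F6P and 0.1 mM ATP in 0.1 M TEA pH 8.0, 5 mM MgCl2, incubated 45 min at room temperature; ADP measured by ADP-Glo luminescence; compounds titrated up to 57 uM.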
USP2a block: inhibitors of human ubiquitin-specific protease USP2a | AID 463254 | USP2 core, Ub-CHOP2 coupled fluorogenic reporter, 485/531 | actives 0.01% (n = 330,000) | Potency, µM (doses to about 38.3 µM), for inactives: at the highest dose activity change, negative = inhibition, hits mostly inhibitors;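 note: potency is the fitted concentration of half-maximal effect; plate controls were DMSO wells for no effect and full inhibition by NEM control for full effect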
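USP2 core (10nM final) preincubated 30min RT with compound in 20mM Tris-HCl pH 8.0, 2mM CaCl2, 2mM beta-mercaptoethanol, 0.05% CHAPS; 25nM Ub-CHOP2 plus 25nM reporter substrate added, fluorescence (Ex485/Em531) read after 60min.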
* marks the source's active call; other numbers are inactive results; ? = inconclusive; . = not tested or not shown; [ ] = remark or other dose. Unless noted, calls come from the whole dose curve; as a rule, active = well fitted curve in the direction sought with a large enough effect; inconclusive = small, poorly fitted or top-dose-only effect, or another doubt; inactive = no such curve, though single readings can be large; an effect the other way counts as inactive or inconclusive.

Below each compound: uPA generation, TCR act, B2AR arrestin, TSG101-PTAP inh, Eya2 phos inh, ELG1 repair inh, Mito fusion act, Chronic BCR inh, TSHR antagonist, Tb PFK inh, USP2a block
Cn1c(C(=O)N2CCCC(C(=O)NCCN3CCOCC3)C2)cc2sccc21 (configuration not stated)
→ -6%, -6%, 0.4%, -10%, -22%, -1%, -1%, ?, 25, 5%, -2%
CCC(C(=O)OC)n1cnc2c(nnn2-c2ccc(C)cc2)c1=O (configuration not stated)
→ -18%, -6%, 0.7%, -2%, ?, ?, 6%, -23%, -12, 2%, 1%
Cc1sc(N/N=C/C=C/c2ccccc2)nc1-c1ccccc1
→ 0%, -31%, -0.2%, -6%, 7%, 2%, -5%, 7%, 3, 5%, 0%
CSC1=NCCN1C(=O)c1ccc(Br)o1
→ -3%, -3%, 0.1%, -4%, -11%, ?, ?, ?, 6, 7%, -7%
C/C(=N/NC(=O)c1ccncc1)c1ccc(NC(=O)c2ccccc2)cc1
→ -18%, 1%, 0.4%, -2%, 1%, ?, 6%, ?, 0, 1%, 4%
Cc1cc(NC(=O)CSc2nnc(C)n2-c2ccccc2)no1
→ 3%, 3%, 0.1%, -1%, -7%, 3%, -3%, 9%, 3, -4%, 2%
O=C(Nc1ccc(F)c(Cl)c1)c1cccnc1
→ 1%, -83%, -0.8%, -5%, 6%, ?, 0%, -8%, -2, -3%, 3%
O=C(CN1C(=O)C2CC=CCC2C1=O)Nc1cc(C(F)(F)F)ccc1N1CCCC1 (configuration not stated)
→ 1%, 3%, -0.4%, -2%, -15%, 2%, 1%, 2%, -2, 15%, -1%
Cc1ccccc1NC(=O)CCc1c(C)nn(-c2ccc(N3CCCCC3)nn2)c1C
→ 4%, 6%, -0.2%, -4%, 0%, ?, 5%, 13%, -7, 0%, 2%
CC(=O)n1cc([C@H]2C=C(C(=O)NCc3ccccc3)O[C@@H](OCCCCO)C2)c2ccccc21
→ -53%, 1%, -0.3%, -3%, -12%, -16%, 0%, -1%, -8, -1%, -1%
CC(C)Cn1c(N)c(C(=O)COC(=O)c2ccncc2)c(=O)n(C)c1=O
→ 1%, -1%, 0.3%, 0%, 3%, ?, 1%, ?, -4, 2%, 4%
CCCSc1nc2c(c(=O)[nH]c(=O)n2C)n1C
→ -6%, 5%, -0.4%, 1%, -2%, 13%, 0%, -1%, 9, -1%, -1%
COC(=O)[C@H](Cc1ccccc1)NC(=O)NCCc1ccc(OC)cc1
→ -8%, 10%, 0.2%, -2%, 5%, -4%, 6%, ?, -8, 9%, 0%
COc1ccc(N2CCN(C(=O)c3ccccc3Br)CC2)c([N+](=O)[O-])c1
→ 3%, -15%, 0.2%, -4%, -7%, -2%, 13%, -3%, -21, -2%, -1%
CCC1(C)Cc2c(sc3nc(SC)[nH]c(=O)c23)CO1 (configuration not stated)
→ -2%, -1%, -0.7%, -3%, 9%, -1%, 3%, 8%, -16, -1%, 1%
O=C(O)c1cc(-c2ccccc2)nc2nc(N3CCCCC3)sc12
→ ., ., -0.3%, ., 6%, 19%, 2%, ?, -6, 0%, -1%
O=C(N/N=C/c1ccc(Br)cc1)c1cc[n+](Cc2ccccc2)cc1
→ 2%, 4%[46.1 µM], -1.0%, 0%, 0%, 9%, -4%, -9%, 46, -14%, 3%
O=C(O)CCC(=O)Nc1nc2nccc(-c3ccccc3)n2n1
→ -1%, 1%, -0.2%, -3%, -13%, 3%, -2%, ?, 3, 1%, 9%
N=C1SCC(=O)N1c1ncc(Cc2ccccc2Cl)s1
→ 1%, 4%, ?, -1%, -4%, ?, 15%, ?, -18, 2%, 2%
COc1ccc(N2CCN(S(=O)(=O)c3c(C)[nH]c(C)c3C(=O)N3CCCCC3)CC2)cc1
→ -2%, -4%, -1.0%, -2%, 4%, 18%, -9%, -1%, 6, 2%, 1%
O=[N+]([O-])c1ccc(Cl)c(/C=N/n2c(-c3ccncc3)n[nH]c2=S)c1
→ -2%, 6%, -0.2%, -2%, -2%, 17%, -1%, -8%, -22, 19%, -1%
O=C(c1ccc(S(=O)(=O)N2CCCCC2)cc1)N1CCCc2ccccc21
→ 3%, 7%, 0.3%, -1%, 2%, -25%, 3%, -11%, -3, -5%, -3%
COC(=O)c1nn(-c2ccccc2)c(Sc2ccc(Cl)cc2)c1/C=N/O
→ -8%, 0%, -0.1%, -4%, -7%, ?, 12%, ?, 13, 1%, 2%
CCN(CC)CCCNC(=O)Cn1ncn2cccc2c1=O
→ 0%, 6%, 0.5%, -7%, -4%, 10%, -1%, -14%, 2, -5%, 2%
Cc1ccc(CNC(=O)c2cccc3c2C(=O)c2ccc(N4CCOCC4)cc2S3(=O)=O)cc1
→ 0%, -2%, -0.1%, 5%, 8%, 12µM*, 3%, ?, 6, -1%, -1%
COc1ccc(CN(Cc2cccnc2)S(=O)(=O)c2ccc(-n3cnnn3)c(OC)c2)cc1
→ -1%, -3%, -0.5%, 1%, -1%, -20%, 13%, -1%, -8, 3%, 2%
Cc1c(Nc2nc3ccccc3nc2NS(=O)(=O)c2cccc(Cl)c2)c(=O)n(-c2ccccc2)n1C
→ 0%, 3%, -0.7%, -2%, 8%, -3%, -4%, ?, 8, -13%, 0%
CC1C(=O)N(Cc2cccc(F)c2)c2ccccc2N1C(=O)c1ccccc1 (configuration not stated)
→ 20%, 5%, -0.1%, -2%, 2%, 23µM*, 10%, -9%, -12, 1%, -5%
Cc1ccc(C(=O)N2CCN(c3ncnc4c(C)csc34)CC2)cc1
→ 1%, 7%, -0.3%, -2%, 5%, 2%, -1%, 9%, -16, -3%, 0%
CCCC1=Nc2cc(C(=O)NCCCN3CCN(C)CC3)ccc2Sc2ccccc21
→ -29%, 1%, -0.9%, -4%, -8%, -2%, 2%, 2%, 1, 1%, 5%
COc1cccc(C(=O)COC(=O)C2CC3CCCC(C2)C3=O)c1 (configuration not stated)
→ 2%, 2%, 0.5%, 0%, 2%, 8%, -6%, -6%, 0, 9%, 1%
CC(C(=O)N(C)C1CCS(=O)(=O)C1)N1C(=O)/C(=C/c2ccco2)SC1=S (configuration not stated)
→ ?, 1%, -0.2%, -2%, 7%, -4%, 10%, -1%, -10, -7%, 2%
Cc1sc2nc(C(C)C)nc(SCC(=O)NCc3ccco3)c2c1C
→ 9%, ., 1.7%, -5%, -6%, ?, -15%, -22%, -20, 3%, -1%
Cc1cnc(C(=O)NC2CCSc3ccccc32)cn1 (configuration not stated)
→ 3%, 1%, 0.3%, -1%, -10%, 8%, 0%, -5%, -6, 3%, 1%
C/C(=N\NC(=O)Cc1cccn1C)c1cccs1
→ 0%, 5%[46.1 µM], -0.3%, -1%, -2%, ?, -11%, 1%, 6, -2%, 1%
O=C(O)c1cccc(S(=O)(=O)Nc2ccc(Oc3ccccc3)cc2)c1
→ -1%, 0%, 0.0%, -7%, 12%, ?, ., 3%, -4, 2%, -2%
Cc1sc2ncn3ncnc3c2c1C
→ 4%, -9%, -0.5%, -4%, -7%, 9.2µM*, -3%, -1%, 6, 0%, 0%
CCCn1c(-c2ccc[nH]c2=O)nc2ccccc21
→ 2%, 0%, 0.7%, -5%, 2%, 1%, 3%, -7%, 7, -1%, 9%
O=C(NCc1ccco1)c1cc(-c2ccccn2)nc2ccccc12
→ -3%, -6%, 0.1%, -16%, 14%, -28%, 6%, -1%, 4, -2%, 1%
O=C(Nc1ccc(F)cc1Cl)c1ccc2c(=O)n3c(nc2c1)CCC3
→ 0%, 4%, -0.4%, 1%, -23%, ?, 14%, -2%, 8, 22%, 1%
O=C(Nc1cc(C(F)(F)F)ccc1N1CCOCC1)c1c(F)c(F)c(F)c(F)c1F
→ -4%, -4%, -0.3%, 1%, 22%, -3%, -1%, ?, -7, -3%, -1%
CCOc1ccc2nc(C)cc(C(=O)O)c2c1
→ 6%, 4%, 3.6%, -5%, -20%, 18%, 4%, 10%, -9, 7%, 0%
Nc1c(-c2ccccc2)n[nH]c1-c1ccccc1
→ -7%, ., -0.8%, ., -22%, ?, -4%, ?, -16, -1%, 2%
